hcGAS inh – Primary biochemical luminescence assay for human cyclic GMP-AMP synthase inhibitors; Q8N884; recombinant h-cGAS, ATP depletion, Kinase-Glo luminescence; inhibition, % at 12.5 µM; actives 0.081% (n = 290,000); AID 1259398, 2018;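 note: 0% = vehicle reaction and 100% = reaction without DNA for no activity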
Target sequence (Q8N884 whole entry, looked up): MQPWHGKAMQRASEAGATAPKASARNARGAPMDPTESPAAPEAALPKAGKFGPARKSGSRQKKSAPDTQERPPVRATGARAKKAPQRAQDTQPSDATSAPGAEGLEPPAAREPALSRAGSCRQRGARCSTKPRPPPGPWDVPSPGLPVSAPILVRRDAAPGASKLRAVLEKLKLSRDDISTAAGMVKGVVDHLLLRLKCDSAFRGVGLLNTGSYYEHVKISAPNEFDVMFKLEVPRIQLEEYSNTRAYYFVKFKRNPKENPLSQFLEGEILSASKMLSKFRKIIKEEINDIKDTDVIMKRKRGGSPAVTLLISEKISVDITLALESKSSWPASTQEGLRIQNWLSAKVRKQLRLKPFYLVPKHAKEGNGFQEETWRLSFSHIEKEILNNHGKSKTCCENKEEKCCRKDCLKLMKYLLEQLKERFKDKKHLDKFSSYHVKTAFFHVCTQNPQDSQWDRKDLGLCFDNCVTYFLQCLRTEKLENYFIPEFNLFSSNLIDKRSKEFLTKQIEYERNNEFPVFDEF
mcGAS inh – cyclic GMP-AMP synthase inhibitors, mouse, primary biochemical chemiluminescence. Q8C6L5. recombinant cGAS, Kinase-Glo ATP depletion luminescence. inhibition, % at 12.5 µM. actives 0.15% (n = 160,000);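 note: 0% = negative control wells and 100% = reference inhibitor with no enzyme activity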
NPYLR7 ag – agonists of mosquito NPYLR7 receptor, primary screen, cell-based, Aedes aegypti, calcium fluorescence, mosquito biting behavior; Aedes aegypti neuropeptide Y-like receptor 7 (NPYLR7); HEK293T NPYLR7/Galpha15, GCaMP6s calcium fluorescence; activation, % at 10 µM; actives 0.15% (n = 270,000); in the data active = activation above about 40%;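 note: 0% = vehicle and 100% = reference agonist at the receptor; some compounds past the cut are filed as inactive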
Starred values were filed as active, the others as inactive; / = not tested or not shown; & = joins results of further samples. Cut-off read from the data, not from the text of the source, unless noted: active = inhibition above about 40%; inactive = the rest.

SMILES	hcGAS inh	mcGAS inh	NPYLR7 ag
COc1cccc(NC(=O)N2CCN(c3nc(CCc4ccccc4)nc4sc(C)c(C)c34)CC2)c1	-5.9	-5.4	-7.9
OCCN1CCC(CNCCc2c(F)cccc2Cl)CC1	-6.9	/	-0.5
CCc1ccccc1-c1cc(C)nc(N)n1	-6.5	-11.0	/
CCOC1CC(NC(=O)C(C)NC(=O)c2ccoc2)C12CCC2 (stereo not given)	-8.0	/	2.1
CCSc1nnc(NC(=O)c2c(-c3ccccc3Cl)noc2C)s1	-0.9	-0.6	1.6
CN(C)Cc1cc(-c2nccn2CCc2cccnc2)ccc1O	-3.0	/	4.3
COc1ccc(C)cc1-n1nnnc1SCCC(N)=O	-5.3	/	5.7
CN(CCOc1ccc(Cl)cc1)C(=O)Nc1cccnc1	-5.5	-4.8	7.9
CCCN(C)c1ccc(C(=O)N2CCCCC2CCn2cccn2)cn1 (stereo not given)	-0.1	/	10.3
Cc1cc2nc(SCCO)nc(C)c2cc1C	3.7	/	2.4
CC1CC(=O)C2C=Nc3ccccc3N=C2C1 (stereo not given)	-2.8	/	-2.0
CC(C)c1ccc(NC(=O)Cn2ccn3nc(-c4ccccc4)cc3c2=O)cc1	-4.9	-7.9	15.7
O=C1CCCc2occ(C(=O)N3CCCC(O)(CO)C3)c21 (stereo not given)	-9.3	-12.4	-1.8
Cn1c(=O)c2[nH]c(-[n+]3ccc(C(=O)NCc4ccccc4)cc3)nc2n(C)c1=O	-4.6	/	-5.5
CN1CCCc2cc(C(CNC(=O)NCc3cccs3)N3CCCC3)ccc21 (stereo not given)	-1.9	-8.6	-5.6
COc1ccc(N(C(=O)CN2C(=O)c3ccccc3C2=O)C2(C(=O)Nc3c(C)cccc3C)CCCC2)cc1	-5.2	-2.6	-0.9
c1nc(N2CCCCC2)c2c3c(sc2n1)CCCC3	-4.1	/	4.3
COc1ccc(C2(C)NC(=O)N(NC(=O)CN3CCC(C)CC3)C2=O)cc1 (stereo not given)	-6.5	/	0.3
CC(C)OCCS(=O)(=O)NC1CC(C)N(c2ccccc2)C1 (stereo not given)	-13.3	/	8.4
COc1ccc(S(=O)(=O)N2CCN(c3cc(Cl)ccc3Cl)CC2)cc1OC	-4.4	/	-0.8
CC(C)CC(NC(=O)c1cnn2c1CCCC2)c1ncnn1C (stereo not given)	3.1	7.1	-1.1
COCc1cc(C)nc(N/N=C\c2cc(N=Nc3ccc([N+](=O)[O-])cc3)ccc2O)c1C#N	-2.6	-5.6	-11.3
Cc1c(Br)c([N+](=O)[O-])nn1CC(=O)Nc1sc2c(c1C(N)=O)CCCC2	-8.3	-1.5	-0.4
COCCNc1nc(NCc2cc(-c3ccc(OC)cc3)no2)c2sccc2n1	-12.6	/	15.1
Cc1ccc2oc(-c3cc(NC(=O)C4CCC4)ccc3Cl)nc2c1	0.8	3.1	-16.3
O=C(NC(C(=O)N1CCOCC1)C1CCN(C(=O)c2ccc(F)cc2)CC1)c1ccc2c(c1)OCO2 (stereo not given)	-7.4	-7.3	10.8
Cc1ccccc1CN1CCC(CN(CC2CCCO2)C(=O)c2ccc3[nH]ccc3c2)CC1 (stereo not given)	-8.2	-11.1	3.6
C[C@@]1(c2cc(-c3cncnc3)c(F)cc2F)CCSC(N)=N1	-6.6	-8.3	-7.0
CCN(CC)CCCn1c(N)c(C#N)c2nc(C#N)c(C#N)nc21	-3.1	2.2	5.7
CCc1nc2c(OCCn3cccc3)cccn2c1N(C)C(=O)c1ccncc1	-4.3	-4.9	-5.1
CN1CCN(C2(CNCc3cn(C)nc3-c3ccccc3F)CCCCC2)CC1	-7.2	/	18.7
N#Cc1c(N)n(-c2ccc(Br)cc2)c2nc3ccccc3nc12	-4.0	/	6.4
CC1SC(c2ccc(C(F)(F)F)cc2)N(CCN2CCN(C(=O)c3cccs3)CC2)C1=O (stereo not given)	2.9	1.6	-1.5
CCNC(=S)NN=C(CC(C)C)CC(C)C	-5.2	-5.7	6.1
COc1ccc(OCc2nc(CSc3nc4cc(Cl)ccc4o3)cs2)cc1	-4.7	-3.1	21.0
Cc1ccc(-c2c(C)nn3c(N4CCCCC4)cc(C)nc23)cc1	-5.3	-6.8	3.0
COC(=O)CCCn1ccnc1-c1cc(C)c(C)o1	-6.0	-1.7	/
COc1ccc(Nc2nc(N3CCN(C)CC3)nc(N)c2[N+](=O)[O-])cc1	1.4	/	0.2
CC(Oc1cc(Cl)ccc1Cl)C(=O)N1CCNC1=O (stereo not given)	4.4	/	-1.6
CNC(=O)CN1c2ccccc2C(=O)N(C)C1c1ccc(-c2ccc(F)cc2)o1 (stereo not given)	-6.3	/	4.2
CCOCCCn1c(SCc2cc(OC)cc(OC)c2)nc2cc(S(=O)(=O)N3CCCC(C)C3)ccc21 (stereo not given)	-7.0	-6.7	5.4
Cc1ccc(C(=O)N2CC(C)OC(C)C2)cn1 (stereo not given)	-4.4	/	5.1
CN(Cc1n[nH]c2c1CCC2)S(=O)(=O)NCc1ccccc1	-3.3	/	1.2
CCCCCCC(=O)Nc1nnc(SCc2cccc([N+](=O)[O-])c2)s1	-5.5	-5.8	35.7
O=C1C(=Cc2ccccn2)SC(=S)N1C1CC1	-2.3	-9.4	4.2
[O-]/[N+](=C/c1ccccc1)C/C(=N\O)c1ccccc1	-8.8	/	-7.7
Cc1ccccc1N1CCN(C2CCCN(C(=O)C3=CCCC3)C2)CC1 (stereo not given)	-5.5	-4.5	1.4
Cc1ccccc1Cn1cccc(C(=O)N2CCCc3ccccc32)c1=O	-1.6	/	12.0
CCCc1c(C)nn(-c2ccc(C(=O)NC3CCN(C(=O)OCC)CC3)cc2)c1C	-5.3	-5.5	-7.8
CC(C)c1ocnc1C(=O)Nc1cc(N2CCCS2(=O)=O)ccc1Cl	2.8	/	6.3
CCOCc1ccccc1CNC(=O)c1cc2c(c(S(N)(=O)=O)c1)CCCC2	-7.1	/	6.8
NC(=O)COc1cccc(C(=O)N2C[C@H]3CC=CC[C@H]3C2)c1	-7.3	-13.0	/
CSc1nnc(Cn2nnnc2C(C)(C)C)s1	-6.1	/	5.7
COCCCN(Cc1csc(COc2ccc(Cl)cc2)n1)C(=O)C1CC1	-4.4	-5.4	14.8
Cc1ccc2c(c1)CCCN2S(=O)(=O)c1csc(C(=O)Nc2cc(C)on2)c1	-5.6	/	-0.3
CCCCCN(Cc1cccn1Cc1cccc(Cl)c1)C(=O)Nc1ccccc1F	-4.0	-6.4	15.9
CCOC(=O)c1c[nH]cc(C)c1=O	1.5	/	0.3
CN(Cc1cnc2c(S(C)(=O)=O)cnn2c1)C1CCCc2ccccc21 (stereo not given)	-1.3	-11.1	-0.3
CC1=CC2=NC(C(F)(F)F)(C(F)(F)F)N=C(C)N2C=C1	-0.1	/	3.1
CC(C)(C)C(=O)NCC(=O)N1CCCCC1Cc1ccccc1 (stereo not given)	-10.6	-7.8	13.6
(cont.)
SMILES	hcGAS inh	mcGAS inh	NPYLR7 ag
CCOc1ccc(C(=O)N2CCN(c3ccc(-n4nc(C)c(C)c4C)nn3)CC2)cc1	-4.4	-8.2	-6.5
COCCN(CC(=O)N(Cc1cccn1Cc1ccc(Br)cc1)C1CCCCC1)C(=O)c1ccc(F)cc1	-2.3	-3.9	3.4
Oc1ccccc1CN1CCCn2cccc2C1c1ccccc1F (stereo not given)	-9.0	-5.0	14.0
CCn1nc(C(=O)O)c(=O)c2cc3c(cc21)OCO3	1.7&-1.7&0.3	-4.9&-3.1	1.9&-1.2&4.1
O=C(Nc1cc(-c2ccccc2)nn1-c1ccccc1Cl)c1cccc(C(F)(F)F)c1	-6.0	-5.2	7.4
CC(=O)NC1(C(F)(F)F)C(=O)Nc2c1c(=O)[nH]c(=O)n2-c1ccccc1 (stereo not given)	-3.3	/	-9.2
Cc1nn(C(=O)CCc2cscn2)c(N)c1CC(C)C	-3.5	/	-2.2
O=C(NN=Cc1ccc(O)cc1)c1cc(-c2cc(Cl)cc(Cl)c2)n[nH]1	-3.2	-0.3	3.9
CC(C)N1CCC(N2CCN(Cc3ccc(-n4cccn4)cc3)CC2CCO)CC1 (stereo not given)	1.9	-9.5	-5.7
Cc1c(-c2nc3ccc(Br)cc3c(=O)[nH]2)oc2ccccc12	-3.7	/	4.5
O=C(NCC(c1ccccc1)N1CCCCCC1)c1ncn[nH]1 (stereo not given)	2.7	0.0	-1.5
Cc1ccc(C(=O)OC2CCS(=O)(=O)C2)cc1Br (stereo not given)	-7.6	/	2.3
CCOCCCNC(=O)c1cc(NC(=O)c2ccc(Br)cc2)ccc1N1CCc2ccccc2C1	-2.3	-5.9	1.1
CCOCCn1c(=NC(=O)c2ccc(Br)s2)sc2cc(NC(C)=O)ccc21	-7.8	/	1.7
Cc1ccc(C#N)c(S(=O)(=O)N2CCN(C(c3ccccc3)c3ccc(Cl)cc3)CC2)c1 (stereo not given)	4.2	2.2	7.5

Record cards (already shown):
CC(C)N1CCC(N2CCN(Cc3ccc(-n4cccn4)cc3)CC2CCO)CC1 (stereo not given) as listed: hcGAS inh = 1.9; mcGAS inh = -9.5; NPYLR7 ag = -5.7
CCOc1ccc(C(=O)N2CCN(c3ccc(-n4nc(C)c(C)c4C)nn3)CC2)cc1 as listed: hcGAS inh = -4.4; mcGAS inh = -8.2; NPYLR7 ag = -6.5

(next part)
SMILES	hcGAS inh	mcGAS inh	NPYLR7 ag
CCOc1cc(C)c(Cl)cc1S(=O)(=O)Nc1ccccc1C(=O)O	-0.7	/	2.6
COc1cc(C(=O)N2CCN(c3ncccc3C(=O)NCC3CCCO3)CC2)cc(Cl)n1 (stereo not given)	-7.4	-7.7	-3.1
CC1CN(C(C)(C)CNC(=O)c2ccc(F)cc2Cl)CC(C)O1 (stereo not given)	-8.5	/	1.1
COc1cccc(-c2noc3c2CN(C(=O)CC2=CCCCC2)CC3)c1	-5.1	/	4.5
O=C(NCCCOc1cccc([N+](=O)[O-])c1)C1CCCCCC1	-3.3	-6.5	-0.8
Cc1[nH]n(-c2nc(-c3ccccc3)cs2)c(=O)c1N=Nc1ccc(Cl)cc1C(=O)c1ccccc1	-0.4	-0.4	-3.4
O=[N+]([O-])c1ccc(C=Cc2nc3cc([N+](=O)[O-])ccc3s2)cc1	-9.2	/	-6.4
CCc1nc(SCC(=O)NCCC2=CC[C@H]3C[C@@H]2C3(C)C)n[nH]1	-9.5&-4.1	-16.0	13.8&11.0
CS(=O)(=O)N(CC(=O)NCCc1cnc[nH]1)c1cccc(F)c1	-1.4	/	-3.4
CC(Nc1ccc2c(c1)OC1(CCCCC1)O2)C(=O)Nc1c(F)cccc1F (stereo not given)	-4.2	/	15.0

Exported with bars between the fields: entries from further up
canonical_smiles | hcGAS inh | mcGAS inh | NPYLR7 ag
CCOc1ccc(C(=O)N2CCN(c3ccc(-n4nc(C)c(C)c4C)nn3)CC2)cc1 | -4.4 | -8.2 | -6.5
COCCN(CC(=O)N(Cc1cccn1Cc1ccc(Br)cc1)C1CCCCC1)C(=O)c1ccc(F)cc1 | -2.3 | -3.9 | 3.4
Oc1ccccc1CN1CCCn2cccc2C1c1ccccc1F (stereo not given) | -9.0 | -5.0 | 14.0
CCn1nc(C(=O)O)c(=O)c2cc3c(cc21)OCO3 | 1.7&-1.7&0.3 | -4.9&-3.1 | 1.9&-1.2&4.1
O=C(Nc1cc(-c2ccccc2)nn1-c1ccccc1Cl)c1cccc(C(F)(F)F)c1 | -6.0 | -5.2 | 7.4
CC(=O)NC1(C(F)(F)F)C(=O)Nc2c1c(=O)[nH]c(=O)n2-c1ccccc1 (stereo not given) | -3.3 | / | -9.2
Cc1nn(C(=O)CCc2cscn2)c(N)c1CC(C)C | -3.5 | / | -2.2
O=C(NN=Cc1ccc(O)cc1)c1cc(-c2cc(Cl)cc(Cl)c2)n[nH]1 | -3.2 | -0.3 | 3.9
CC(C)N1CCC(N2CCN(Cc3ccc(-n4cccn4)cc3)CC2CCO)CC1 (stereo not given) | 1.9 | -9.5 | -5.7
Cc1c(-c2nc3ccc(Br)cc3c(=O)[nH]2)oc2ccccc12 | -3.7 | / | 4.5
O=C(NCC(c1ccccc1)N1CCCCCC1)c1ncn[nH]1 (stereo not given) | 2.7 | 0.0 | -1.5
Cc1ccc(C(=O)OC2CCS(=O)(=O)C2)cc1Br (stereo not given) | -7.6 | / | 2.3
CCOCCCNC(=O)c1cc(NC(=O)c2ccc(Br)cc2)ccc1N1CCc2ccccc2C1 | -2.3 | -5.9 | 1.1
CCOCCn1c(=NC(=O)c2ccc(Br)s2)sc2cc(NC(C)=O)ccc21 | -7.8 | / | 1.7
Cc1ccc(C#N)c(S(=O)(=O)N2CCN(C(c3ccccc3)c3ccc(Cl)cc3)CC2)c1 (stereo not given) | 4.2 | 2.2 | 7.5
CCOc1cc(C)c(Cl)cc1S(=O)(=O)Nc1ccccc1C(=O)O | -0.7 | / | 2.6
COc1cc(C(=O)N2CCN(c3ncccc3C(=O)NCC3CCCO3)CC2)cc(Cl)n1 (stereo not given) | -7.4 | -7.7 | -3.1
CC1CN(C(C)(C)CNC(=O)c2ccc(F)cc2Cl)CC(C)O1 (stereo not given) | -8.5 | / | 1.1
COc1cccc(-c2noc3c2CN(C(=O)CC2=CCCCC2)CC3)c1 | -5.1 | / | 4.5
O=C(NCCCOc1cccc([N+](=O)[O-])c1)C1CCCCCC1 | -3.3 | -6.5 | -0.8
Cc1[nH]n(-c2nc(-c3ccccc3)cs2)c(=O)c1N=Nc1ccc(Cl)cc1C(=O)c1ccccc1 | -0.4 | -0.4 | -3.4
O=[N+]([O-])c1ccc(C=Cc2nc3cc([N+](=O)[O-])ccc3s2)cc1 | -9.2 | / | -6.4
